Screening data: PubChem, National Center for Advancing Translational Sciences (NCATS)
KB-3-1 cytotox = kills parental KB-3-1 adenocarcinoma cells | KB-3-1 viability, CellTiter-Glo ATP luminescence, 72 h | Potency, µM (top dose mostly 46.1 µM), inactives show top-dose activity change, negative = cytotoxic, usual class: cytotoxic | 1.4% of 400,000 active; note: potency is the fitted concentration of half-maximal effect; % is set by controls: 0 for no effect and ±100 for the full control effect; nearly all actives have a fitted effect of over 60% in size
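Parental KB-3-1 viability, qHTS format: 72 h compound exposure, 37 °C; CellTiter-Glo; media-only wells and DMSO plates as controls; concentration-effect fits on corrected data.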
HT1080NT lethal = kills 2HG-producing HT-1080-NT fibrosarcoma cells | Potency, µM (top dose mostly 46.1 µM), without a hit: at the highest dose activity, negative = less viability, most hits filed as cytotoxic | HT-1080-NT fibrosarcoma viability, CellTiter-Glo ATP luminescence, 48 h | AID 686970 | 1.6% of 360,000 active;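 note: NT is the 2HG producing partner of a matched IDH1 knockdown line; potency is the fitted concentration of half-maximal effect; 0% = DMSO-treated cells and -100% = media-only wells without cells; nearly all actives have a fitted effect of over 55% in size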
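750 cells/well, RPMI + 5% FBS; 2 h settle, compound pin-transfer, 48 h at 37 degrees C. CellTiter-Glo 10 min RT, luminescence. Normalized to DMSO and media-only wells.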
SW480 rereplic = inducers of DNA re-replication in SW480 colon cancer cells; Potency, µM (highest dose often 46.1 µM), for the others: at the top dose re-replication activation, actives largely listed as activators; 1.8% of 340,000 active; AID 624297; SW480 DNA re-replication, Hoechst DNA content imaging, 48 h; note: potency is the fitted concentration of half-maximal effect; % of control where 0% means no effect; nearly all actives have a fitted effect of over 55% in size
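Cells (250 per well) received 23 nL compound or DMSO by pin tool and were kept 48 hr at 37 C, 5% CO2. Nuclei were then stained with Hoechst for 40 min and scanned for DNA content.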
MCF10A rereplic = inducers of DNA re-replication in MCF 10A breast cells; 2.9% of 350,000 active; MCF 10A DNA re-replication, Hoechst nuclear intensity, 48 h; Potency, µM (highest dose often 46.1 µM), without a hit: top-dose activity, positive = re-replication, actives largely listed as activators; AID 624296; note: potency is the fitted concentration of half-maximal effect; % of control where 0% means no effect; nearly all actives have a fitted effect of over 50% in size
KB-V1 MDR tox = KB-V1 MDR subline cytotoxicity; KB-V1 MDR cells viability, CellTiter-Glo, 72 h; 3.4% of 400,000 active; Potency, µM (titrated, usually from 46.1 µM), without a hit: at the highest dose activity change, negative = cytotoxicity, actives largely listed as cytotoxic; note: potency is the fitted concentration of half-maximal effect; % is set by controls: 0 for no effect and ±100 for the full control effect; nearly all actives have a fitted effect of over 60% in size
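Potencies derive from concentration-effect curves fitted to normalized luminescence (CellTiter-Glo) of KB-V1 cells treated for 72 h at 37 degrees C in phenol-red-free DMEM containing 10% FBS.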
ATXN2 expr inh = inhibitors of ATXN2 expression. HEK-293 ATXN2-luciferase reporter, luminescence, 24 h. Potency, µM (top dose mostly 57 µM), for the others: top-dose activity change, negative = inhibition, most hits filed as inhibitors. 0.72% of 360,000 active. AID 1745845; note: potency is the fitted concentration of half-maximal effect; % is set by controls: 0 for no effect and ±100 for the full control effect; nearly all actives have a fitted effect of over 55% in size
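qHTS (up to 57 uM final) was run with 24 h compound exposure of reporter cells at 37 °C. Each well was multiplexed: SteadyGlo luminescence measured ATXN2-luciferase expression after a fluorogenic Gly-Phe-AFC viability readout (25 uM final).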
HT1080 IDH1KD tx = HT-1080 IDH1 knockdown cell toxicity (counter line). HT-1080 IDH1 knockdown viability, ATP luminescence, 48 h. Potency, µM (highest dose often 46.1 µM), without a hit: at the top dose activity, negative = toxicity, actives largely listed as cytotoxic. 2% of 360,000 active;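 note: potency is the fitted concentration of half-maximal effect; 0% = DMSO wells and -100% = cell-free medium wells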
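CellTiter-Glo luminescence after 48 h compound exposure at 37 degrees C of IDH1-knockdown HT-1080 cells in 5% FBS RPMI. %Activity scaled between DMSO wells and cell-free media wells, with curves fitted and assigned curve classes.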
S2 tox = viability counter-screen for ATXN expression inhibitors; S2 cells (HEK-293 line with an ATXN2-luciferase reporter) viability, CellTiter-Fluor protease fluorescence, 24 h; Potency, µM (titrated, usually from 56.7 µM), usual class: cytotoxic; 0.49% of 400,000 active; note: potency is the fitted concentration of half-maximal effect; nearly all actives have a fitted effect of over 40% in size
IL1B secr inh = inhibitors of inflammasome signaling (IL-1 beta secretion) | THP-1 LPS/ATP IL-1B secretion, AlphaLISA, 16 h; active compounds read low | activity change, % at 57.5 µM | 4.7% of 360,000 active; in the data active = activity change below about -50%; inconclusive = mostly about -30% to -49%; note: % is set by controls: 0 for no effect and ±100 for the full control effect
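Secreted IL-1B measured by AlphaLISA bead assay after 16 h compound exposure of THP-1 cells; compounds (final up to 57.5 uM) added 1 h before LPS (250 ng/mL) and ATP (1.25 mM) stimulation; lower signal means less secretion.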
* marks the source's active call; other numbers are inactive results; i = inactive; ? = inconclusive; / = not tested or not shown; & = joins results of further samples; [ ] = another dose, or the depositor's remark. Unless noted, calls come from the whole dose curve; as a rule, active = well fitted curve in the direction sought with a large enough effect; inconclusive = small, poorly fitted or top-dose-only effect, or another doubt; inactive = no such curve, though single readings can be large; an effect the other way counts as inactive or inconclusive.

Structure | KB-3-1 cytotox | HT1080NT lethal | SW480 rereplic | MCF10A rereplic | KB-V1 MDR tox | ATXN2 expr inh | HT1080 IDH1KD tx | S2 tox | IL1B secr inh
O=[N+]([O-])c1cc(-c2nc(-c3ccccc3)no2)ccc1NCC1CCCO1 (stereo not given) | 3% | / | / | / | ? | 18% | / | ? | /
COc1ccc(CN2CC(COCc3ccccc3)Oc3ccccc3S2(=O)=O)cc1 (stereo not given) | 0% | 4% | -2% | 2% | -6% | 9% | 5% | i | -5
O=S(=O)(N(Cc1ccccc1)[C@H](CO)Cc1ccccc1)N(Cc1ccccc1)[C@H](CO)Cc1ccccc1 | -1%&-17% | -5% | -1% | 23µM* | -18%&-24% | ? | -4% | i | 3
CCCS(=O)(=O)NC(=O)C1(C)CCN(C(=O)c2ccc(C(F)(F)F)nc2C)C1 (stereo not given) | 0% | ? | / | / | 5% | 6% | 9% | i | 0
O=C(Nn1c(-c2ccccc2)nc2ccccc2c1=O)c1cccs1 | 4% | 4% | ? | 13% | 2% | -5% | 0% | ? | 13
Nc1ccc(CCc2ccc(N)cc2)cc1 | 0% | 7% | -4% | 0% | 26% | 25% | -1% | i | -4
O=C(CCS(=O)(=O)c1ccccc1)Nc1ccccc1N1CCOCC1 | 1% | 1% | -3% | -1% | ? | 10% | 14% | i | -25
O=C(CSc1ncn[nH]1)N1N=C2/C(=C\c3ccco3)CCCC2C1c1ccco1 (stereo not given) | 7% | -10% | 22% | 0% | 5% | 9% | -2% | i | -19

Of the compounds above, these contain a carbonyl joined to an NH by a bond outside any ring.
Structure | KB-3-1 cytotox | HT1080NT lethal | SW480 rereplic | MCF10A rereplic | KB-V1 MDR tox | ATXN2 expr inh | HT1080 IDH1KD tx | S2 tox | IL1B secr inh
CCCS(=O)(=O)NC(=O)C1(C)CCN(C(=O)c2ccc(C(F)(F)F)nc2C)C1 (stereo not given) | 0% | ? | / | / | 5% | 6% | 9% | i | 0
O=C(Nn1c(-c2ccccc2)nc2ccccc2c1=O)c1cccs1 | 4% | 4% | ? | 13% | 2% | -5% | 0% | ? | 13
O=C(CCS(=O)(=O)c1ccccc1)Nc1ccccc1N1CCOCC1 | 1% | 1% | -3% | -1% | ? | 10% | 14% | i | -25

(more compounds)
Structure | KB-3-1 cytotox | HT1080NT lethal | SW480 rereplic | MCF10A rereplic | KB-V1 MDR tox | ATXN2 expr inh | HT1080 IDH1KD tx | S2 tox | IL1B secr inh
Cc1cc(C)c2c(N)c(C(=O)Nc3ncc(C)s3)sc2n1 | -28% | ? | ? | 9.2µM* | ? | 2.5µM* | ? | i | -19
O=C(N/N=C1/CCCc2ccccc21)C(c1ccccc1)c1ccccc1 | -1% | -1% | ? | ? | 0% | -18% | 0% | i | 16
O=C(NCCCc1ccccc1)c1cccc(NC(=O)C2CC2)c1 | 7% | 8% | -2% | 3% | -5% | 6% | 9% | i | -30
CCCn1c(N)c(C(=O)CN(C)CC(=O)Nc2c(Cl)cccc2Cl)c(=O)[nH]c1=O | ? | -1% | 0% | 8% | 5% | -7% | -2% | i | ?
N#CC(c1ccc(Cl)nn1)c1ccc(Cl)cc1Cl (stereo not given) | 0% | ? | ? | ? | -4% | -6% | ? | i | -2
CCC(C)c1ccc2oc(-c3ccc(NC(=O)Cn4cnc5c(=O)n(C)c(=O)n(C)c54)cc3)nc2c1 (stereo not given) | -4% | 10% | ? | ? | 0% | 8% | 0% | ? | 30
O=[N+]([O-])c1ccc2[nH]c3nc4ccccc4nc3c2c1 | -2% | -14% | 9% | 10% | -16% | / | ? | i | -25
CC(C)C1N(C(=O)CN2CCCC2)CCN1S(=O)(=O)c1ccccc1 (stereo not given) | 20% | 17% | 0%[9.22 µM] | -5% | 18% | 0% | 15% | i | 0
O=c1cc(O)c(-c2ccc(Cl)c(Cl)c2)c(Cl)[nH]1 | 17% | 0% | -8% | -3% | 2% | 2% | 21% | i | -5
CCCSc1nnc(Nc2ccccc2C)s1 | 6% | ? | 14% | 15% | 6% | 60%[activator] | 17% | i | 0
COCCNC(=O)c1c(CS(=O)(=O)c2ccccc2)noc1C(=O)NCc1ccccc1 | 5% | ? | -74%[inhibitor] | -8% | 0% | -3% | -19% | i | -1
C/C(=N/NC(=O)CN(c1ccccc1)S(=O)(=O)c1ccccc1)c1ccccc1O | ? | ? | 16µM* | -1% | 0% | / | ? | ? | 49
COc1cccc(N=CC=C2OC(C)(C)C(C)(C)O2)c1 | -9% | -1% | -16% | -8% | 0% | 20% | -3% | i | -2
O=C(Cn1cnc2c(NCc3ccccc3)ncnc21)NCc1ccc2[nH]ccc2c1 | 0% | 0% | -32%[inhibitor] | ? | -2% | 8% | -14% | i | 26
COC(=O)Nc1nnc(CCc2ccccc2)s1 | 14% | -1% | -4% | -13% | -7% | 2% | 0% | i | 11
COc1ccccc1C(=O)Nc1ccc2oc(-c3ccc(F)cc3)nc2c1 | -7% | -3% | ? | ? | ? | 0% | -10% | i | 16
CC(C)(C)CC(=O)NC(=S)N1CCCCCC1 | 4% | -29% | 5% | -7% | -30% | 5% | ? | i | 3
Cc1sc2ncnc(Sc3ccccc3C(=O)O)c2c1C | -12% | -2% | 4% | -7% | 5% | / | -3% | i | 0
CCCn1c(SCC(=O)Nc2ccccc2N2CCCCC2)nc2c1c(=O)n(C)c(=O)n2C | -23% | 16µM* | 5% | 3% | ? | ? | -29% | i | -27
COc1cccc(C2Nc3cccc4cccc(c34)N2)c1 | 5% | 5% | 1% | 6% | -6% | 2% | 0% | i | ?
Cc1c(NC(=O)c2ccc(F)c(S(=O)(=O)N3CCOCC3)c2)c(=O)n(-c2ccccc2)n1C | 6% | 12% | -5% | 0% | 30% | 3% | 12% | i | -4
COc1ccc(C2(C)NC(=O)N(CC(=O)Nc3cccnc3Cl)C2=O)cc1 (stereo not given) | 18% | -7% | -2% | 3% | -4% | 11% | -8% | i | 13
CN(C)c1cccc(C(=O)Nc2ccc3nc4n(c(=O)c3c2)CCCCC4)c1 | 0% | -3% | -2% | 14% | 0% | -26% | -10% | ? | 5
CCc1nnc(NC(=O)CSc2nc3ccccc3o2)s1 | 25% | -5% | -3% | -1% | 1% | 6% | -3% | i | -3
Cc1cccc2[nH]c(SCC(=O)O)nc12 | 14% | 19% | -86%[inhibitor] | -2% | ? | -3% | 12% | i | 2
COC(=O)c1cccc(C23CC4(C2)[C@H](CN(Cc2cccnc2)[C@@H]4c2ccccc2)C3c2ccccc2)c1 (stereo not given in full) | ? | -20% | ? | ? | -20% | -10% | ? | i | 45
Cn1c(=O)c2c(O)cc(=O)[nH]c2n(-c2ccccc2)c1=O | 3% | 5% | -9% | -3% | -6% | 3% | 1% | i | -2
CC(C)Oc1ccccc1C(=O)NC(CO)C(=O)O (stereo not given) | 3% | -12% | -2% | 4% | 14% | -29% | -4% | i | 0
Cc1ccccc1-n1nnnc1SCC(=O)NCC1CCCO1 (stereo not given) | -3% | 15% | -3% | -3% | -16% | -7% | 9% | i | 2
C=CCOc1c(Br)cc(CNc2ccc(NC(=O)C(C)C)cc2)cc1OCC | ? | -16% | ? | 29% | 7% | -6% | -18% | i | -2
Cc1nc2ccccc2n1CCC(=O)O | 13% | 7% | -18% | 0% | 2% | / | 6% | / | -14
Cc1cc(C)n2nc(C(=O)N/N=C/c3ccc(Cl)cc3)nc2n1 | 2% | 1% | -1% | 0% | -2% | / | 1% | i | 0
Cc1cccc(N=C2NN=C(c3c[nH]c4ccccc34)CS2)c1 | 1% | -11% | ? | ? | 5% | / | 2% | ? | 4
COc1ccc(C(=O)N2CCc3cc(OC)c(OC)cc3C2c2cccc([N+](=O)[O-])c2)cc1OC (stereo not given) | -2% | -20% | 16% | 19% | -21% | -15% | -19% | i | ?
COc1ccccc1NS(=O)(=O)c1cccc2nsnc12 | -16% | 12% | -4% | 8% | -12% | -2% | 4% | i | 13
Cc1cc(C(=O)Nc2ccncc2)ccc1[N+](=O)[O-] | -10% | 10% | -6% | 12% | -14% | -3% | 5% | i | -4
CCOC(=O)N1CCN(C(=O)Nc2cccc(Cl)c2)CC1 | -5% | 7% | -10% | 2% | 0% | -5% | 15% | i | -7
CCC(C)c1ccccc1OCCCNC1CCCC1 (stereo not given) | -21% | -27% | 20% | 0% | ? | / | -24% | i | -70*
N#Cc1nc(-c2ccccc2Cl)oc1N1CCN(C(=O)c2ccco2)CC1 | ? | -2% | -23% | -6% | -11% | -11% | 1% | i | 23
O=C(Cc1cccs1)Nc1ccc(-c2nc3ccccc3[nH]2)cc1 | ? | ? | -11% | 2% | -24% | -10% | ? | i | -53*
CCCn1c(SCC(=O)Nc2cc(Cl)ccc2OC)nc(O)cc1=O | 4% | 0% | ? | -5% | ? | -14% | 0% | i | 69
CCn1cc(C(=O)N(CCC(C)C)c2c(N)n(Cc3ccccc3)c(=O)[nH]c2=O)c(=O)c2ccc(C)nc21 | 6% | 0% | 4%[1.84 µM] | -24% | ? | 1% | 9% | i | -11
CCc1ccc(NC(=O)c2cc(CC(C)C)on2)cc1 | 10% | -18% | 0% | -2% | 14% | 34% | -12% | ? | -17
C=CCn1c(CNS(=O)(=O)c2ccc(Br)cc2)n[nH]c1=S | -1% | 13% | -13% | 2% | -1% | -9% | 8% | i | 28
COc1ccc(S(=O)(=O)N2CCN(C(=O)c3cc(-c4ccccc4OC)n[nH]3)CC2)cc1 | -6% | 17% | -2% | 3% | 29% | -17% | 13% | ? | -10
COc1ccc(NC(=S)NC(NC(=O)c2cccc(C)c2)C(Cl)(Cl)Cl)c([N+](=O)[O-])c1 (stereo not given) | ? | ? | -3% | -9% | -23% | 24% | ? | i | -10
Cn1c(=O)oc2cc(S(=O)(=O)N3CCCC(C(=O)NCc4cccs4)C3)ccc21 (stereo not given) | 4% | -1% | 6% | -10% | -17% | -14% | 0% | i | 19
